Bioassay records from PubChem BioAssay.
LYPLA1 counter – blocks human lysophospholipase 1, a PME1 counter-screen | O75608 | inhibition, % at 5.9 µM | AID 2174 | 320,000 tested, 0.16% active | recombinant LYPLA1, FP-Rh probe fluorescence polarization;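 active = inhibition above the mean of all tested compounds plus 3 SD, set per campaign, cut at about 14% in these data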;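 note: inhibitors block serine hydrolase probe labeling of LYPLA1 so polarization falls; 0% = enzyme with DMSO and 100% = wells lacking LYPLA1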
Fam108B inh – blocks mouse Fam108B hydrolase in RBBP9 counter-screen; recombinant Fam108B, FP-Rh probe fluorescence polarization; inhibition, % at 9.51 µM; 300,000 tested, 0.33% active;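 active = inhibition above the screen mean inhibition plus 3 SD, computed separately per campaign, cut at about 18% in these data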;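 note: inhibitors lower polarization as less probe binds the enzyme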
pPAFAH FP inh – pPAFAH (human) enzyme inhibition; recombinant pPAFAH, FP-rhodamine probe fluorescence polarization; inhibition, % at 3.39 µM; 330,000 tested, 1.5% active; AID 463082;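 active = inhibition above the mean inhibition across the screen plus 3 SD, cut at about 25% in these data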;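 note: inhibitors block binding of the rhodamine activity-based probe so polarization drops; 0% = enzyme with DMSO and 100% = wells lacking pPAFAH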
PAFAH1B3 FP inh – PAFAH1B3 (human) inhibition. recombinant PAFAH1B3, FP-rhodamine probe, fluorescence polarization. inhibition, % at 3.39 µM. 340,000 tested, 0.28% active;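 active = inhibition above the screen-wide average of all tested compounds plus 3 SD, cut at about 25% in these data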;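 note: 0% = enzyme with DMSO only and 100% = wells lacking PAFAH1B3 protein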
Target sequence (Q15102 whole entry, looked up): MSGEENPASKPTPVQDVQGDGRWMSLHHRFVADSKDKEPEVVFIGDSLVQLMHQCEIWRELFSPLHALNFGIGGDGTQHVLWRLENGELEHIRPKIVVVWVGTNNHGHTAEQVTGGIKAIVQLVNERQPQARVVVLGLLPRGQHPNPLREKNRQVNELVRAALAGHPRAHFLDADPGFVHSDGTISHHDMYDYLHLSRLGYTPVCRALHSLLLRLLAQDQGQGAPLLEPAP
PAFAH1B2 FP inh – blocks human PAF acetylhydrolase 1b catalytic subunit 2 | inhibition, % at 3.39 µM | P68402 | 340,000 tested, 1.2% active | recombinant PAFAH1B2, FP-rhodamine activity probe, fluorescence polarization;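 active = inhibition above the mean of all tested compounds plus 3 SD, cut at about 24% in these data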;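 note: 0% = enzyme with DMSO and 100% = wells lacking PAFAH1B2; many of its hits are not listed in these tables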
PAD4 inh – blocks human protein arginine deiminase 4. Q9UM07. recombinant PAD4, RCA probe fluorescence polarization. inhibition, % at 6.36 µM. 330,000 tested, 0.41% active. AID 485272;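 active = percent inhibition above a cutoff equal to the mean of all tested compounds plus 3 SD, cut at about 15% in these data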;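 note: 0% = PAD4 with RCA probe and DMSO and 100% = probe without PAD4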
Target sequence (Q9UM07 whole entry, looked up): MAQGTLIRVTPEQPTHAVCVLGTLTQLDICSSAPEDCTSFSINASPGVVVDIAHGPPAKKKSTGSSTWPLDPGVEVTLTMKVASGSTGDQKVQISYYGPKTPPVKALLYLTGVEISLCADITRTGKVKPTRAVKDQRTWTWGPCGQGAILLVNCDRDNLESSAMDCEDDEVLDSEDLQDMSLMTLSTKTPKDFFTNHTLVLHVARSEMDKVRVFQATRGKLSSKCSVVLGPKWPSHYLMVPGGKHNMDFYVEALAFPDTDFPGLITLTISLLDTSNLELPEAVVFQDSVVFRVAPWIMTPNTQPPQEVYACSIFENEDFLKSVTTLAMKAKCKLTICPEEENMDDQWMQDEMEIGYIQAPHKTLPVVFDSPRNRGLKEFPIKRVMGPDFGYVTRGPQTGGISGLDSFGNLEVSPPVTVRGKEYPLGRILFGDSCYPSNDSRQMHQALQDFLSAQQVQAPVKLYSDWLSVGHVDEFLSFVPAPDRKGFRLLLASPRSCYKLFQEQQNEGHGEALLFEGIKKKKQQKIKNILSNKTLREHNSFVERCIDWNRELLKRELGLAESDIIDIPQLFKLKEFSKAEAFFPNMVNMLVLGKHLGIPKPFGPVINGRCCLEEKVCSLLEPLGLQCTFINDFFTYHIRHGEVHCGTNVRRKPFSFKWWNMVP
PAFAH2 inh – inhibitors of human PAFAH2 | recombinant PAFAH2, FP-rhodamine activity probe, fluorescence polarization | Q99487 | inhibition, % at 3.39 µM | 340,000 tested, 0.99% active;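 active = inhibition above the mean over all tested compounds plus 3 SD, cut at about 30% in these data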;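 note: inhibitors block probe labeling of enzyme so polarization drops; 0% = enzyme with DMSO and 100% = wells lacking PAFAH2 protein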
PME-1 primary – blocks human protein phosphatase methylesterase 1; recombinant PME-1, FP-Rh probe fluorescence polarization; AID 2130; Q9Y570; 320,000 tested, 0.53% active; inhibition, % at 5.9 µM;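 active = inhibition above the campaign mean of all compounds plus 3 SD, cut at about 26% in these data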;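 note: competitive labeling of PME-1 active site by serine hydrolase directed probe; 0% = PME-1 with DMSO and 100% = wells lacking PME-1 enzyme; inhibitors block probe labeling so polarization falls and inhibition rises; many of its hits are not listed in these tables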
GSTO1 inh – counter-screen for RBBP9 inhibitors: inhibitors of human GSTO1; P78417; recombinant GSTO1, activity-based probe fluorescence polarization; inhibition, % at 5.96 µM; 300,000 tested, 1.1% active; AID 1974;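 active = inhibition above the campaign mean inhibition plus 3 SD, cut at about 35% in these data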;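 note: 0% = GSTO1-1 with DMSO and 100% = wells lacking GSTO1-1 enzyme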
Starred values were filed as active, the others as inactive; nt = not tested or not shown. This is a subset (hit frequency here may not be typical).

The line under a structure holds: PAD4 inh	PME-1 primary	Fam108B inh	LYPLA1 counter	PAFAH2 inh	GSTO1 inh	pPAFAH FP inh	PAFAH1B2 FP inh	PAFAH1B3 FP inh
1. CC(C)c1ccccc1OCC(=O)Nc1cc(S(=O)(=O)N2CCOCC2)ccc1N1CCCC1
→ -1.4	-0.8	2.8	0.9	6.6	-5.8	5.3	-1.2	13.5
2. CCCc1nc2ccc(NC(C)=O)cc2c(=O)n1Cc1ccc(Cl)cc1
→ -8.2	1.2	-3.2	1.3	-0.8	-8.7	-5.6	-3.1	-1.8
3. O=C(Nc1ccc(N2CCN(C(=O)c3ccco3)CC2)c(Cl)c1)c1c(F)c(F)c(F)c(F)c1F
→ -3.5	-4.2	-8.8	0.7	-5.7	3.5	0.8	3.2	4.0
4. CCOc1ccc(OCc2ccc(C(=O)NCc3cccnc3)o2)cc1
→ -2.0	6.2	-7.6	3.4	1.0	6.9	10.1	0.6	-0.9
5. O=C(NC(N1CCOCC1)C(Cl)(Cl)Cl)c1ccccc1Cl (centres undefined)
→ 1.1	-6.2	-1.5	-0.1	-0.5	13.4	4.2	0.1	12.3
6. COC(=O)c1ccccc1NC(=O)COC(=O)/C=C/c1cccs1
→ 2.9	nt	nt	nt	17.0	nt	1.3	0.6	-1.0
7. COc1cc(CN2C(=O)C(NC(=O)c3ccco3)(C(F)(F)F)C3=C2CC(C)(C)CC3=O)cc(OC)c1 (centres undefined)
→ -5.8	-7.8	0.2	1.5	-6.9	5.6	-4.4	2.6	0.3
8. Oc1ccccc1C1=Nc2ccccc2N=C(c2cccs2)C1
→ 2.2	-8.8	-11.7	-7.7	-12.1	-7.3	3.7	-2.2	1.5
9. COc1ccc(N(C(C)C(=O)N/N=C/c2cccnc2)S(C)(=O)=O)cc1 (centres undefined)
→ 0.2	4.5	1.8	-4.3	-1.1	3.7	0.0	2.4	1.1
10. CN(C)c1ccc(/C=N\NC(=O)c2csnn2)cc1
→ -5.0	4.2	-1.6	-3.0	4.9	4.5	4.3	7.6	8.7
11. COc1ccc(NC(=O)ON=C2c3ccccc3-c3ccccc32)cc1
→ -0.8	-10.4	-0.6	-8.8	-4.2	11.2	-1.2	4.0	31.6*
12. COc1ccc(-c2nc(-c3ccncc3)no2)c(OC)c1
→ -0.5	6.3	-0.1	1.3	0.7	-4.9	2.1	1.1	-8.1
13. O=C(O)c1ccc(/C=N/NC(=O)c2ccc(Br)cc2)cc1
→ -0.6	-3.0	-0.2	-4.1	4.5	-4.5	-4.5	4.5	1.3
14. CCCCN(CC)CCNC(=O)CN(C)S(=O)(=O)c1ccc2c(c1)c(=O)n(C)c(=O)n2C
→ 0.9	2.8	-4.2	-3.1	2.7	-2.1	0.1	-2.7	0.4
15. COC(=O)c1ccc(NC(=O)CCN2C(=O)NC(C)(C)C2=O)cc1
→ -4.5	-1.6	nt	-2.7	-5.6	nt	-0.3	1.1	0.7

Later entries:
The line under a structure holds: PAD4 inh	PME-1 primary	Fam108B inh	LYPLA1 counter	PAFAH2 inh	GSTO1 inh	pPAFAH FP inh	PAFAH1B2 FP inh	PAFAH1B3 FP inh
16. CCN1CCN(c2c(C=O)c(Cl)nc3ccc(OC)cc23)CC1
→ -0.8	0.0	-1.9	1.0	0.4	-17.7	5.9	2.7	4.7
17. O=C(Nc1nc2c(s1)CCCC2=O)c1cnccn1
→ 0.9	-5.9	3.8	-1.9	0.8	7.1	2.6	1.8	2.4
18. CCN(CC(=O)Nc1c(F)cccc1F)C(=O)c1ccc(NC(=O)CC2SC(N3CCCC3)=NC2=O)cc1 (centres undefined)
→ 3.1	-1.2	1.5	-0.4	1.2	11.7	4.8	-2.6	0.1
19. COc1ccc(C(C)NC(=O)c2ccoc2C)cc1OC (centres undefined)
→ 6.0	0.8	-4.1	0.6	-4.4	6.2	-2.2	-1.9	4.5
20. C/C(=N\NC(=O)Cc1cccn1C)c1ccc([N+](=O)[O-])cc1
→ -1.1	-1.4	0.5	-2.7	nt	-2.3	5.2	nt	nt
21. Nc1nc(NCc2ccco2)nc(Nc2cccc(F)c2)c1[N+](=O)[O-]
→ 2.7	2.0	1.2	-3.5	3.1	0.3	-1.5	2.0	4.5
22. CC(C)Oc1ccc(C(=O)NCC(=O)O)cc1
→ 8.4	-9.2	-1.4	-3.9	-6.0	2.0	-7.7	1.6	1.4
23. Cc1ccc(NS(=O)(=O)c2cccc(C(=O)NCC3(N(C)C)CCCCC3)c2)cc1
→ -3.0	6.8	-3.6	1.4	5.8	1.1	60.0*	8.3	10.6
24. Cc1sc2nc(C(C)(C)C)oc(=O)c2c1C
→ 0.8	7.5	4.2	2.1	35.8*	1.3	8.8	4.8	-6.9
25. COC(=O)c1sc(NC(=O)CSc2nncs2)c(C(=O)OC)c1C
→ -2.6	-1.1	-3.0	-7.2	0.0	6.4	2.0	3.7	1.5
26. COCc1ccc(-c2ccc3c(c2)c(C#Cc2ccsc2)c(-c2cc(OC)cc(OC)c2)n3C)cc1
→ 2.5	-5.2	nt	-2.7	4.5	nt	-2.5	0.1	-0.8
27. O=C(Nc1cccc(Cl)c1N1CCOCC1)c1cc([N+](=O)[O-])ccc1N1CCOCC1
→ -3.5	-0.1	-8.1	1.5	2.5	-0.3	-3.8	5.4	-0.2
28. CCc1cc2cc3c(cc2nc1SCC(=O)Nc1cc(C)on1)OCO3
→ -1.6	1.2	-4.4	1.5	-9.6	-2.9	-0.3	-1.9	-4.0
29. Cc1occc1C(=O)N/N=C/c1ccccc1[N+](=O)[O-]
→ -0.3	-1.0	4.1	-1.5	8.8	-3.4	0.1	4.2	9.4
30. CCc1ccccc1NC(=O)C1=CC(c2ccc(OC)c(OC)c2)=NS(=O)(=O)N1C
→ -3.5	17.2	0.0	-2.2	5.1	7.7	3.9	7.6	-2.9

Other entries:
The line under a structure holds: PAD4 inh	PME-1 primary	Fam108B inh	LYPLA1 counter	PAFAH2 inh	GSTO1 inh	pPAFAH FP inh	PAFAH1B2 FP inh	PAFAH1B3 FP inh
31. Cc1sc2ncnc(Sc3ccccc3C(=O)Nc3ccc(C#N)cc3)c2c1C
→ 3.3	-0.5	0.6	-4.9	-8.3	1.8	-2.1	0.5	6.9
32. COCc1cc(C)nc(SCc2ccc(Br)cc2)c1C#N
→ 1.2	2.5	-4.0	-3.5	-2.3	-0.8	0.4	8.3	1.0
33. OC(COc1ccc(Cl)cc1)CN1CCN(c2ccccc2)CC1 (centres undefined)
→ -8.6	4.8	1.1	2.4	-1.5	-2.9	0.1	4.5	2.6
34. Cc1ccc(C(c2nnnn2CS(=O)(=O)c2ccc(C)cc2)N2CCC(C(N)=O)CC2)cc1 (centres undefined)
→ -2.7	2.4	-1.6	0.8	0.5	-2.3	-1.9	1.5	4.5
35. Cc1ccc(/C=N/NC(=O)C2(C)CC2(Br)Br)cc1 (centres undefined)
→ -0.5	-0.2	-2.0	6.4	6.9	-1.5	-1.1	1.4	6.9
36. CC(=O)N1c2ccc(S(=O)(=O)NCC3CCC(C(=O)NCc4ccco4)CC3)cc2CC1C (centres undefined)
→ -3.2	-2.6	0.5	2.4	4.4	10.9	2.7	-1.7	4.6
37. CC(=O)c1ccc(-c2ccc(C(=O)N3CCCc4ccccc43)o2)cc1
→ -2.4	-2.1	0.2	-6.3	-0.4	2.9	2.4	2.5	-7.0
38. CCOc1cccc(N2C(=O)CC(N3CCN(c4ccc(S(=O)(=O)CC)cc4)CC3)C2=O)c1 (centres undefined)
→ -3.4	-6.3	1.1	-4.3	2.7	11.1	-4.1	3.1	10.8
39. C=CCN1C(=O)CSC1=Nc1cccc(O)c1
→ -0.2	-12.4	0.2	-2.4	4.1	-2.8	-3.3	5.9	10.8
40. Cc1sc(NC(=S)NC(=O)C2CCCCC2)c(C(N)=O)c1C
→ -3.0	0.1	-2.9	-0.9	-1.6	2.4	3.5	3.8	2.2
41. COc1ccc(OC)c(-c2csc(NC(=O)COC(=O)C3CC3)n2)c1
→ 1.7	1.1	nt	-1.6	5.7	nt	5.4	-1.9	4.1
42. O=C(NNc1cc(Cl)ccc1Cl)c1cccs1
→ 8.4	5.7	3.4	-2.9	nt	6.5	-2.9	nt	nt
43. CCOC(=O)C1CCCN(C(=O)CSc2nnnn2C)C1 (centres undefined)
→ 2.6	nt	nt	nt	-1.5	nt	2.8	7.7	7.6
44. CN(CC1CCCN(CCc2ccccc2F)C1)C(=O)c1ccoc1 (centres undefined)
→ -1.8	-2.5	-0.6	-0.5	5.1	0.8	2.6	-1.4	1.7
45. COc1cc(Cl)ccc1OCc1cc(C(=O)N(C)Cc2cn(C)nc2C)no1
→ 1.7	7.8	2.2	5.3	3.1	3.5	0.0	1.4	18.0

The results go on:
The line under a structure holds: PAD4 inh	PME-1 primary	Fam108B inh	LYPLA1 counter	PAFAH2 inh	GSTO1 inh	pPAFAH FP inh	PAFAH1B2 FP inh	PAFAH1B3 FP inh
46. CC(=O)Oc1ccc2c(=O)oc(-c3ccc([N+](=O)[O-])cc3)nc2c1
→ -2.4	-0.8	-0.5	0.7	29.4	-2.3	4.0	-0.2	11.3
47. COc1cc(/C=C2/SC(=O)NC2=O)ccc1Oc1ccc([N+](=O)[O-])cc1[N+](=O)[O-]
→ 3.9	15.0	1.9	-3.5	7.2	9.8	18.3	4.8	-3.3
48. Cc1ccc(C(=O)N/N=c2\sc3ccccc3n2C)cc1
→ 2.5	-0.4	1.1	0.6	3.2	5.1	3.8	4.8	3.2
49. COc1ccc(OC)c(/C=C2\NC(=O)NC2=O)c1
→ -2.0	-6.9	-7.2	2.8	3.0	-6.4	0.8	7.3	7.7
50. C/C(=N\Nc1nc(N2CCOCC2)nc(N2CCOCC2)n1)c1ccc([N+](=O)[O-])cc1
→ -0.2	-2.9	3.0	0.1	5.6	12.0	-0.6	5.4	8.4
51. CN1C[C@@H]2C(c3ccc(C(F)(F)F)cc3)C3(c4ccccc4)CC2(C3)[C@H]1c1ccccc1 (some centres undefined)
→ -0.8	-3.6	-3.4	1.2	5.3	6.6	-0.2	2.0	13.5
52. COc1cccc(C(=O)NCC(c2ccco2)N2CCc3ccccc3C2)c1 (centres undefined)
→ -2.0	0.2	-0.6	5.6	4.4	4.9	4.0	-0.8	2.8
53. O=C1NC(Cc2ccccc2)c2nc3ccc(Cl)cc3c(=O)n2-c2cc(Cl)ccc21 (centres undefined)
→ -4.6	-10.7	nt	-7.3	nt	nt	1.1	nt	nt

2 of the compounds above, as tab-separated lines:
#	SMILES	PAD4 inh	PME-1 primary	Fam108B inh	LYPLA1 counter	PAFAH2 inh	GSTO1 inh	pPAFAH FP inh	PAFAH1B2 FP inh	PAFAH1B3 FP inh
48	Cc1ccc(C(=O)N/N=c2\sc3ccccc3n2C)cc1	2.5	-0.4	1.1	0.6	3.2	5.1	3.8	4.8	3.2
49	COc1ccc(OC)c(/C=C2\NC(=O)NC2=O)c1	-2.0	-6.9	-7.2	2.8	3.0	-6.4	0.8	7.3	7.7
